MazEF act = activators of E. coli MazEF toxin-antitoxin RNase, primary screen, biochemical, fluorescence, uHTS; AID 504720, 2011; Endoribonuclease toxin MazF (Escherichia coli (strain K12)), P0AE70; actives 0.32% (n = 350,000); activation, % at 20 µM; FAM/BHQ RNA-DNA oligo cleavage fluorescence, 5 h; in the data active = activation above about 50%
Target sequence (P0AE70 whole entry, looked up): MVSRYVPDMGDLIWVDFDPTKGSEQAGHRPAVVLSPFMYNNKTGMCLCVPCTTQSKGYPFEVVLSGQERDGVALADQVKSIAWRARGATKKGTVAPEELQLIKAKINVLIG
SSB-PriA inh = inhibitors of Klebsiella pneumoniae PriA binding to SSB C-terminal tail, primary screen, biochemical, AlphaScreen. AID 1272365, 2023. AlphaScreen SSBct-PriA binding, biotinylated peptide. PriA–SSB C-terminal tail interaction (Klebsiella pneumoniae). inhibition, % at 33 µM. actives 0.6% (n = 430,000); in the data active = inhibition mostly above about 37%, no sharp cut-off; inactive = mostly below about 20%;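 also: plate controls were negative control peptide for no effect and reference peptide for full effect; strong numbers were not always called active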
DUSP3 inh = VHR1 phosphatase inhibitors, primary screen, biochemical, absorbance, uHTS. Dual specificity protein phosphatase 3 (Homo sapiens), P51452. recombinant VHR phosphatase, pNPP absorbance. inhibition, % at 13.3 µM. actives 0.52% (n = 290,000). AID 1654, 2009; in the data active = inhibition above about 50%; also: some compounds called inactive have numbers as strong as hits
TcdB GH inh = TcdB glycohydrolase inhibitors, primary screen, biochemical, single point, plate reader; AID 652162, 2013; Toxin B (Clostridioides difficile), P18177; inhibition, % at 9.99 µM; actives 0.24% (n = 350,000); TcdB glycohydrolase enzymatic assay; in the data active = inhibition above about 10%
Rv3671c inh = Rv3671c serine protease inhibitors, primary screen, biochemical, fluorescence polarization, M. tuberculosis H37Rv; inhibition, % at 5.96 µM; P9WHR9; actives 0.048% (n = 320,000); in the data active = inhibition above about 38%;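 also: extracellular domain of Rv3671c used as enzyme; 0% = enzyme with DMSO and 100% = no enzyme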
Y pestis TopoI = Yersinia pestis topoisomerase I inhibitors, primary screen, biochemical, cleavage product accumulation, plate reader, single point; activity, % at 10 µM; actives 0.064% (n = 360,000); Y. pestis Topo-I cleavage product accumulation; DNA topoisomerase I (Yersinia pestis CO92); in the data active = activity above about 50%, passing the limit was not always enough; also: inactives centre near 2
PfHsp40 yeast = rescue of yeast from PfHsp40 toxicity, primary screen, S. cerevisiae, ATP luminescence; S. cerevisiae expressing PfHsp40, growth rescue; growth rescue, % at 12.5 µM; actives 0.68% (n = 340,000); AID 504582, 2011; in the data active = growth rescue above about 28%, passing the limit was not always enough;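 also: yeast W303a lacking pdr1 and pdr3 grown in galactose medium; growth measured after three days at 30 °C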
Anthrax LF inh2 = Bacillus anthracis LF protease inhibitors, primary screen, biochemical, multiplex microsphere, MLPCN library; actives 0.12% (n = 360,000); AID 588501, 2011; multiplex microsphere protease cleavage assay; inhibition, % at 10 µM; Lethal factor (Bacillus anthracis), P15917; in the data active = inhibition above about 30%; also: plate controls were buffer without enzyme for full effect and enzyme alone for no effect
Target sequence (P15917 whole entry, looked up): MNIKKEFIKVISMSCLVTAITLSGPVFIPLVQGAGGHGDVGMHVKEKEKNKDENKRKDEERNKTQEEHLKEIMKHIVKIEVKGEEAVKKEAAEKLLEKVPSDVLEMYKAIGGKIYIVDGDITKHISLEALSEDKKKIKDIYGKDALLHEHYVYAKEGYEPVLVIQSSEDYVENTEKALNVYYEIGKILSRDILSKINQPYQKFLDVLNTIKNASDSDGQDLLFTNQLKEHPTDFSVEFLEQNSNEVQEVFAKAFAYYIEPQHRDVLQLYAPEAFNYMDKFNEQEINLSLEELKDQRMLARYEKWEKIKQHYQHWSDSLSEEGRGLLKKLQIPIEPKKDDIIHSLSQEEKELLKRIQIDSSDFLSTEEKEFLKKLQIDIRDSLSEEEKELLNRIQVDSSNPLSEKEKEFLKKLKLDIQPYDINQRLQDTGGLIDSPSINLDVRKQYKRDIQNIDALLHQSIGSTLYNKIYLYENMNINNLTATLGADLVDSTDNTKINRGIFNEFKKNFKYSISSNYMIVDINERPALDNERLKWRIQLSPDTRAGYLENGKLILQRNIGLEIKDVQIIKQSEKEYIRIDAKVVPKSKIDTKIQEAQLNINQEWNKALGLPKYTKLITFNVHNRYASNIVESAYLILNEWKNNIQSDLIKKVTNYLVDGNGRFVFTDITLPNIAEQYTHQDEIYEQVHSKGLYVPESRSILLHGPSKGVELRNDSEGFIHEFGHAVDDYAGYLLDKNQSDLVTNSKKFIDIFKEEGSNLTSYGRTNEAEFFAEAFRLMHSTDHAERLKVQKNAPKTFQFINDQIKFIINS
Vc quorum ag = inducers of Vibrio cholerae quorum light production without autoinducers, primary screen, BH1578 luxS cqsA deficient, single point; V. cholerae BH1578 lux reporter, luminescence, 6 h; activation, % at 18.7 µM; actives 0.16% (n = 350,000); AID 588436, 2011; in the data active = activation mostly above about 9.7%, no sharp cut-off; also: not every result past the cut was called active; inactives centre near 0; reference of the scale not given here
3CLpro inhibitor = SARS-CoV 3CLpro protease inhibitors, primary screen, biochemical, quenched FRET | Replicase polyprotein 1ab (Severe acute respiratory syndrome coronavirus), P0C6X7 | recombinant SARS-CoV 3CLpro, quenched FRET peptide cleavage | inhibition, % at 6 µM | actives 0.14% (n = 290,000) | AID 1706, 2009; in the data active = inhibition above about 12%
Active calls of the source: *; i = inactive; / = not tested or not shown; & = joins results of further samples. The list is partial; the hit share may differ from the screen's.

SMILES | MazEF act | SSB-PriA inh | DUSP3 inh | TcdB GH inh | Rv3671c inh | Y pestis TopoI | PfHsp40 yeast | Anthrax LF inh2 | Vc quorum ag | 3CLpro inhibitor
COc1ccc(N2CCN(C(=O)Cc3ccc(Cl)cc3)CC2)cc1 | -15 | 20 | 12 | 4.1 | 2 | -2 | 1.2 | -6 | 2.0 | 2
CCOC(=O)c1ccc(NC(=O)c2ccc3c(c2)C(=O)N(Cc2cccnc2)C3=O)cc1 | 5 | -11 | 34 | -0.2 | -18 | 19 | 0.6 | 2 | 4.2 | -2
CCN(CC)C(=O)CCCc1c[nH]c2ccccc12 | -10 | -1 | 22 | 0.0 | 5 | 8 | -1.3 | 3 | -0.2 | -4
Cc1nn(C)c(C(=O)NNC(=S)NCc2ccccc2)c1Cl | 3 | 2 | 13 | 1.5 | / | 14 | -0.4 | 0 | -0.4 | 3
Cc1ccc(N2CC(C(=O)NCc3cccs3)CC2=O)cc1 (stereo not given) | -5 | -8 | 26 | / | 4 | -5 | -1.4 | / | -0.2 | -6
CCOC(=O)c1cnc2ccc(C)cc2c1N(C)Cc1ccccc1 | -15 | -11 | -16 | -0.6 | -5 | -1 | -0.2 | -5 | -1.2 | -1
Cn1c(=O)c2c(nc(OCc3ccc4c(c3)OCO4)n2Cc2ccccc2Cl)n(C)c1=O | 3 | -12 | 6 | / | 5 | 2 | -0.8 | 2 | i | 4
COc1ccc2c(c1)C13CCN4CC5=CCOC6CC(=O)N2C1C6C5CC43 (stereo not given) | / | / | / | 1.7 | / | -1 | / | 0 | -0.3 | /
O=C(C1CCC(=O)N(C2CCCC2)C1)N1CCC(Oc2cccc(F)c2)CC1 (stereo not given) | 6 | 2 | -15 | 0.7 | 4 | 7 | -0.5 | 4 | i | -2
OCC(CO)(CO)N=Cc1cc(Br)ccc1O | -55 | -9 | 19 | 1.2 | 10 | 2 | -0.4 | 0 | i | -7
CCn1c(SCC(=O)n2nc(C)cc2C)nnc1-c1ccc2c(c1)OCO2 | -2 | 1 | 19 | / | -5 | 12 | -0.5 | -13 | -0.3 | 3
COc1ccc(-n2nc3cc(C)c(NC(=S)NC(=O)c4ccccc4C)cc3n2)cc1 | 0 | 0 | 14 | / | -1 | 4 | -0.8 | 0 | -0.3 | -1
Oc1oc(-c2ccccc2)nc1/C=N/c1ccccn1 | 14 | / | 35 | 0.2 | 3 | 3 | -0.3 | -6 | -2.0 | 2
COc1ncccc1C(=O)N1CCCC(C(=O)c2cccc(OC(C)C)c2)C1 (stereo not given) | -6 | 2 | -4 | 1.2 | 1 | -3 | 0.5 | -4 | i | 3
Cc1ccc(S(=O)(=O)N2CCN(c3ccc(S(=O)(=O)N4CCOCC4)cn3)CC2)cc1 | -5 | -16 | 12 | / | -2 | 0 | 0.4 | 0 | 0.5 | 1
COCCCn1c(=N)c(C(N)=S)cc2c(=O)n3cccc(C)c3nc21 | 4 | 22 | / | -0.1 | 13 | 8 | -0.6 | -22 | i | /
COc1ccc(C(=O)Nc2ccc(NC(=O)c3ccccc3F)cn2)cc1 | 15 | -2 | 26 | 1.7 | 7 | 7 | -0.1 | -5 | -0.3 | -2
COc1ccc(S(=O)(=O)N(C)C[C@H]2Oc3cc(Br)ccc3S(=O)(=O)N([C@H](C)CO)C[C@H]2C)cc1 | 1 | / | / | 1.1&-1.4 | / | 32 | / | -5 | -2.1 | /
CC(C)n1cc(CN2CCCC(CO)(Cc3cccc(Cl)c3)C2)cn1 (stereo not given) | -4 | 2 | 13 | -0.5 | 5 | 5 | -1.7 | -4 | i | 0
CCCS(=O)(=O)NC(=O)C1(C)CCN(C(=O)c2ccc(F)c(C)c2)C1 (stereo not given) | / | / | / | 0.1 | / | 7 | / | 1 | i | /
Cc1nn(CC(=O)N2CCN(c3ccccc3)CC2)c(C)c1[N+](=O)[O-] | -2 | -6 | -3 | -0.8 | -3 | 7 | -2.0 | -1 | -0.4 | 1
C=CCSc1nccc(-c2nn(-c3ccc(C)cc3)ccc2=O)n1 | 6 | 3 | 7 | / | -4 | 32 | -0.6 | -3 | 5.3 | -1
CCOC(=O)CCCNC(=O)COC(=O)c1cc(C)cc(C)c1 | -6 | -6 | 27 | / | 5 | -2 | 0.7 | -2 | 2.5 | -6
CN(C)C(CNC(=O)c1cccc(C(F)(F)F)c1)c1ccco1 (stereo not given) | 8 | -11 | 7 | -0.2 | 5 | 1 | 0.3 | 0 | -0.4 | -3
CC1CCN(C(=O)COC(=O)c2cc3ccccc3oc2=O)CC1 | -8 | -1 | / | 1.0 | 5 | -6 | 0.6 | 0 | i | /

The last 2 entries of the section above lead into the next.
SMILES | MazEF act | SSB-PriA inh | DUSP3 inh | TcdB GH inh | Rv3671c inh | Y pestis TopoI | PfHsp40 yeast | Anthrax LF inh2 | Vc quorum ag | 3CLpro inhibitor
CN(C)C(CNC(=O)c1cccc(C(F)(F)F)c1)c1ccco1 (stereo not given) | 8 | -11 | 7 | -0.2 | 5 | 1 | 0.3 | 0 | -0.4 | -3
CC1CCN(C(=O)COC(=O)c2cc3ccccc3oc2=O)CC1 | -8 | -1 | / | 1.0 | 5 | -6 | 0.6 | 0 | i | /
Cc1ccc(S(N)(=O)=O)c(C)c1-n1cnnn1 | 5 | 0 | 7 | 0.7 | -12 | 6 | 0.0 | -2 | -0.4 | 3
CC(C)(C)n1nnnc1C(c1ccncc1)N(Cc1ccccc1)Cc1ccco1 (stereo not given) | 4 | -8 | 37 | / | 1 | 7 | 1.3 | 0 | -11 | -1
CCCCNC1=C(Br)C(=O)CC(C)(C)C1 | -7 | -12 | -10 | / | -9 | -2 | 0.7 | 0 | -0.3 | -1
COc1ccccc1-n1cc(CN2CCCC(CO)(Cc3cccc(Cl)c3)C2)cn1 (stereo not given) | 1 | 4 | 21 | 0.7 | -6 | 11 | 0.0 | -7 | -0.4 | -1
CCCC(=O)NCCc1nc2cc([N+](=O)[O-])ccc2n1C | 4 | -12 | -1 | 0.5 | -3 | -3 | -0.5 | 2 | 3.0 | 8
COC(=O)[C@H](C)N1C/C=C\COc2c(Cl)cc(Cl)cc2S1(=O)=O | 5 | -16 | / | 1.0 | / | 0 | 4.0 | -6 | -0.7 | /
NC1=NC(=O)C(Cc2cc(Cl)ccc2Cl)S1 (stereo not given) | 6 | -3 | 11 | / | -6 | 2 | -1.2 | 9 | -0.2 | -9
COc1ccc(OCC(Cn2cnc3ccccc32)OC(C)=O)cc1 (stereo not given) | -5 | 0 | -6 | 1.9 | 0 | 2 | 1.4 | -4 | -0.9 | -4
NC(=O)C1CC(=O)N(c2ccc(OCc3c(Cl)cccc3Cl)cc2)C1 (stereo not given) | -1 | -3 | 11 | -2.2 | -3 | -5 | -0.9 | -1 | -0.4 | 2
CCOC(=O)c1c(NC(C)=O)no[n+]1[O-] | 8 | -8 | -5 | / | -1 | 1 | 1.9 | 0 | -1.3 | -3
CCC(=O)N1CCN(c2nc(C)nc3sc(C)c(C)c23)CC1 | 0 | -6 | 18 | 2.8 | 0 | 1 | -1.9 | 3 | i | -2
Cc1cc(C)nc(SCC(=O)Nc2ccnc3ccccc23)n1 | -9 | -1 | 8 | 1.1 | 9 | 6 | -0.4 | 3 | -0.1 | -3
O=C(Cc1ccc(NC2=NC3CS(=O)(=O)CC3S2)cc1)NCc1ccc(Cl)cc1 (stereo not given) | 2 | -4 | 6 | 1.1 | -5 | 1 | -0.9 | 6 | -1.3 | -5
C=CC[C@]12C=C(OC)C(=O)C(OC)=C1O[C@@H](c1ccc3c(c1)OCO3)[C@H]2C | -5 | -12 | / | -0.1 | -3 | 8 | -0.1 | -6 | -0.3 | /
CC1CN(S(=O)(=O)c2cccc(C(F)(F)F)c2)C(C)N1C(=O)N1CCOCC1 (stereo not given) | 7 | -11 | 2 | 2.0 | 2 | -5 | -0.3 | -6 | -0.2 | -10
O=C(N/N=C/c1ccco1)C(O)c1ccccc1 (stereo not given) | 7 | i | 14 | 0.8 | 1 | -4 | -0.9 | -7 | -0.6 | -5
NC(=O)NC(=O)C(OC(=O)CCNS(=O)(=O)c1ccccc1)c1ccccc1 (stereo not given) | 9 | 0 | / | 1.3 | 3 | -2 | -0.6 | 2 | -2.9 | /
Cc1cc(C)nc(SCc2ccc(Cl)cc2)n1 | -11 | -16 | -15 | -1.0 | -10 | 16 | 0.2 | 32* | -0.3 | -6
COC(=O)C1C(=O)c2c(C)noc2CC1(C)C (stereo not given) | -1 | -9 | -31 | 0.9 | 1 | -11 | -1.0 | -7 | -0.3 | -1
O=C(NC(=S)Nc1ccc(CN2CCOCC2)cc1)c1ccc(-c2ccc(Br)cc2)o1 | -11 | -11 | 5 | / | 0 | / | / | / | / | 4
O=C(c1cccc(Oc2c(Cl)cccc2[N+](=O)[O-])c1)N1CCOCC1 | -8 | 2 | 2 | 0.2 | -7 | -1 | -0.9 | -3 | i | 2
COC(=O)CNC(=O)CSc1nc(N)cc(=O)[nH]1 | 10 | -10 | 40 | / | -4 | -1 | 0.3 | -5 | -0.7 | 5
COc1cccc(NC(=S)Nc2cc(C(=O)O)ccc2N2CC3CC(C2)c2cccc(=O)n2C3)c1 (stereo not given) | 12 | -10 | 6 | -0.2 | 1 | 4 | -1.9 | -1 | -0.3 | -1
CC(=O)NCCC(=O)N1CCCC(CNC(=O)c2ccc(-c3ccccc3)cc2)C1 (stereo not given) | 8 | -2 | 0 | -0.1 | 0 | -8 | 0.5 | 1 | -0.5 | 0
Cc1ccsc1/C=c1\sc2ncnn2c1=O | -10 | / | 14 | / | 7 | -2 | -0.2 | -1 | -0.2 | 1

(continued)
SMILES | MazEF act | SSB-PriA inh | DUSP3 inh | TcdB GH inh | Rv3671c inh | Y pestis TopoI | PfHsp40 yeast | Anthrax LF inh2 | Vc quorum ag | 3CLpro inhibitor
O=C(COC(=O)/C=C/c1ccc(Cl)c(Cl)c1)NC1CC1 | -2 | -4 | / | -0.2 | 0 | 4 | -0.9 | 2 | i | /
O=C(c1ccc(F)cc1)c1c[nH]c(C(=O)NCc2ccco2)c1 | 4 | 4 | -14 | / | -1 | 3 | 0.2 | -2 | i | -5
C=CCN(C(=O)c1ccccc1)c1ccc(OC)cc1 | -4 | -9 | 4 | / | 7 | -5 | 2.4 | 2 | -2.0 | -5
Cc1ccccc1C[n+]1cccc2ccccc21 | 5 | -16 | / | 0.4 | -3 | 5 | -1.0 | -5 | -0.5 | /
CC1CCN(CC(=O)Nc2ccc(S(=O)(=O)N3CCC(C)CC3)cc2)CC1 | -8 | -2 | -4 | 0.4 | 2 | 27 | 0.1 | -10 | i | 0
CC(C)Oc1ccc(Cc2cnc(=S)[nH]c2N)cc1 | 8 | 4 | 8 | 0.5 | 2 | 4 | 1.0 | -5 | -0.5 | 2

As entered above:
For Y pestis TopoI, OCC(CO)(CO)N=Cc1cc(Br)ccc1O reads 2
For TcdB GH inh, CN(C)C(CNC(=O)c1cccc(C(F)(F)F)c1)c1ccco1 (stereo not given) reads -0.2
For Y pestis TopoI, Cc1ccc(S(N)(=O)=O)c(C)c1-n1cnnn1 reads 6
For Y pestis TopoI, Cc1nn(C)c(C(=O)NNC(=S)NCc2ccccc2)c1Cl reads 14
For 3CLpro inhibitor, CC1CCN(CC(=O)Nc2ccc(S(=O)(=O)N3CCC(C)CC3)cc2)CC1 reads 0
